Bioassay records deposited in PubChem by several laboratories.
PhoP inhibition – inhibitors of PhoP regulon expression, primary screen, Salmonella Typhimurium, GFP reporter (AID 1863); inhibition, % at 50 µM; hits with a dose series show IC50 in µM; hit rate 0.16% among 300,000; S. Typhimurium PhoP-regulated promoter GFP reporter, 4 h; higher % means a stronger effect;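 active means inhibition over 29.93%, a cutoff 3 SD above the screen mean, later confirmed by dose response; inconclusive means inhibition over 29.93% but no dose response follow-up; inactive means inhibition at most 29.93% or unconfirmed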;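 further: 0% = low Mg2+ inducing control and 100% = high Mg2+ repressing control; strong numbers were not always called active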
NTR1 ag – agonists of NTR1, primary screen, imaging, U2OS cells, beta-arrestin-GFP, high content (AID 493036); P30989; NTR1-U2OS beta-arrestin-GFP spot imaging, agonist mode; activation, % at 20 µM; hit rate 0.17% among 330,000;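 active means activation at or above 40% of the spot to cytoplasm intensity ratio, with at least 20 cells analyzed; inconclusive means wells under 20 cells, flagged as cytotoxic or low count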;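 further: 0% = DMSO without peptide and 100% = 100 nM NTR1 peptide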
Target sequence (P30989 whole entry, looked up): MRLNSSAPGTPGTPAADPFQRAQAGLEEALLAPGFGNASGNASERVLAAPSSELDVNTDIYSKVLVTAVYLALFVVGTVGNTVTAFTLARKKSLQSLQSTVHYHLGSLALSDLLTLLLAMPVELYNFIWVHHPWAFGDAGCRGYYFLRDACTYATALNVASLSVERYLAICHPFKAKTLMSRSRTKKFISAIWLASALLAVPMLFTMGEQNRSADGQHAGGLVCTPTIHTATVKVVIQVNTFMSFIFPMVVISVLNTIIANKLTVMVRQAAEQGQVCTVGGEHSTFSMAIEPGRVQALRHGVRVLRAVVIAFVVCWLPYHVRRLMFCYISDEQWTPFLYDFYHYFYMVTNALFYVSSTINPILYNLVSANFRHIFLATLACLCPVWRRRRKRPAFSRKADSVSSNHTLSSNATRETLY
LYP inhibition – PTPN22 lymphoid phosphatase activity blockers – biochemical, fluorescence intensity, uHTS (AID 1779) | hit rate 0.054% among 290,000 | inhibition, % at 11.5 µM; hits with a dose series show IC50 in µM | recombinant LYP phosphatase, fluorescence intensity; higher % means a stronger effect; in the data active means inhibition above about 50%;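 further: plate controls were vehicle with enzyme for no effect and no enzyme for full effect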
GPR55 LPI antagonism – GPR55 antagonists blocking LPI-driven arrestin recruitment, primary screen, imaging, U2OS, beta-arrestin-GFP, LPI agonist (AID 2013); U2OS GPR55 beta-arrestin-GFP translocation imaging, LPI antagonism; higher % means a stronger effect; inhibition, % at 10 µM; hits with a dose series show IC50 in µM; hit rate 0.13% among 290,000;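 active means spots per cell inhibited over 60%, with over 100 cells counted and total cytoplasm intensity under 500,000; inconclusive means wells with under 100 cells, flagged as likely toxic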;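 further: U2OS cells stably carrying GPR55 and arrestin-GFP stimulated by 5 µM LPI near EC80; imaged beta-arrestin-GFP aggregate spots per cell after agonist stimulation; plate controls were LPI-stimulated DMSO wells for no effect and DMSO wells without LPI for full effect; some results filed as inactive read as strong as hits; confirmed hits need IC50 under 10 µM and bright autofluorescent wells are also inconclusive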
Myeloid diff 2 – promotes myeloid progenitor differentiation; ER-HoxA9 myeloid progenitors, lysozyme-GFP differentiation, flow cytometry; calls only at 10 µM; hit rate 1% among 360,000; AID 624256;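 active means normalized GFP-positive differentiation at or above the plate's own cutoff, the solvent-only control mean plus 3 SD; inconclusive means no clear call, values can overlap the other calls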;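 further: cells exposed to compound for four days before flow analysis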
SIAH1 antagonists – Siah-1 peptide-binding antagonists, primary screen, biochemical, fluorescence polarization, rhodamine-plectin, uHTS (AID 1817) | Siah-1 / rhodamine-plectin peptide fluorescence polarization; higher % means a stronger effect | displacement, % at 20 µM; hits with a dose series show IC50 in µM | hit rate 0.02% among 290,000;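 active means displacement of at least 50% at 20 µM, with a fluorescence ratio check between 0.3 and a set limit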;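 further: plate controls were Siah plus tracer with DMSO for no effect and tracer alone without Siah for full effect; strong numbers were not always called active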
MgcRacGAP inhibition – MgcRacGAP GTPase-activating activity inhibitors, confirmation, biochemical, ADP Hunter fluorescence; MgcRacGAP-stimulated Rac1 GTP hydrolysis, ADP Hunter fluorescence; higher % means a stronger effect; GST-tagged Rac1 F28L mutant substrate; one-dose inhibition, % at 30 µM; IC50 in µM for titrated hits; hit rate 0.6% among 340,000; AID 624330;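 active means first-screen hits whose inhibition reached a set limit at any dose in the follow-up dose series; inconclusive means inhibition above the set first-screen limit but never retested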;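 further: fluorescence reports GDP produced by GAP-driven GTP hydrolysis; strong numbers were not always called active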
HIV fusion peptide – cell-free HIV fusion peptide-binding blockers – biochemical, uHTS, fluorescence dequenching, primary screen (AID 1986) | hit rate 0.3% among 290,000 | cell-free peptide binding, fluorescence dequenching, 30 min; higher % means a stronger effect | inhibition, % at 20 µM; hits with a dose series show IC50 in µM; in the data active means inhibition mostly above about 52%, no sharp cut-off; inactive means mostly below about 76%; further: some results filed as inactive read as strong as hits
GPR35 arrestin U2OS – inhibition of zaprinast-stimulated GPR35 beta-arrestin translocation – imaging, U2OS, beta-arrestin-GFP, zaprinast agonist, primary screen (AID 2058); U2OS GPR35 beta-arrestin-GFP translocation imaging, zaprinast antagonism; higher % means a stronger effect; hit rate 0.052% among 290,000; inhibition, % at 10 µM; hits with a dose series show IC50 in µM;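 active means inhibition of at least 50% with at least 30 cells and total cytoplasm GFP at most 10,000,000; inconclusive means under 30 cells or total GFP of 10,000,000 plus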
NTR1 ag cell count 20 µM – also measured in NTR1 ag; calls as there; cell count; measured here: cell count, cytotoxicity flag
Myeloid diff 2 GFP+ MAC1+ % – second read-out of Myeloid diff 2, no call of its own (marks repeat the call); GFP+ MAC1+ double positive, %; measured here: differentiation confirmed by MAC1 staining
Active calls of the source: *; i = inactive; u = inconclusive; x = no result given; + = active, no number.

SMILES | PhoP inhibition | NTR1 ag | NTR1 ag cell count 20 µM | LYP inhibition | GPR55 LPI antagonism | Myeloid diff 2 | Myeloid diff 2 GFP+ MAC1+ % | SIAH1 antagonists | MgcRacGAP inhibition | HIV fusion peptide | GPR35 arrestin U2OS
CCn1c(SCC(=O)Nc2ccc(OC)c(OC)c2)nnc1-c1cnccn1 | -10% | -0.1 | 57 | -11% | 12% | i | 0.8 | -4% | -6% | 0.5% | -1%
CCCCn1c(-c2csc(CCC)c2)n[nH]c1=S | -7% | x | x | -4% | 7% | i | 0.3 | -2% | 5% | -0.3% | 11%
NS(=O)(=O)c1ccc(NC(=S)NC2CCCCC2)cc1 | 1% | 1.1 | 40 | -1% | -9% | i | 1.4 | -2% | 14% | -0.8% | -10%
O=C(NCc1ccncc1)C1CCCCC1 | -5% | 2.1 | 68 | -9% | 8% | i | 1.1 | 2% | 7% | 1.8% | -2%
O=C(NCCc1ccc(Cl)cc1)C1COc2ccccc2O1 (centres undefined) | 11% | 2.5 | 47 | -9% | -1% | i | 2.5 | 2% | 4% | 3.7% | 26%
CCOc1ccc(CCNC(=O)c2cc(-c3ccccc3)c(N3CCOCC3)s2)cc1OCC | 3% | 6.7 | 66 | -3% | 10% | i | 1.8 | 0% | 10% | -1.2% | 50%
Cc1cccc(NC(=O)C2Cc3ccccc3CN2C(=O)OCc2ccccc2)c1C (centres undefined) | u | 2.7 | 49 | -4% | 3% | i | 0.6 | 6% | -4% | -1.0% | -7%
CCOc1ccccc1-c1nc(-c2ccc(NC(=O)Cc3ccc(OC)cc3)cc2)no1 | -9% | 14 | 56 | -6% | 35% | i | 0.8 | 35% | -1% | 18% | 13%
CCN1CCN(C2=C(NS(=O)(=O)c3ccc(Br)cc3)C(=O)c3ccccc3C2=O)CC1 | 3% | -0.2 | 54 | -10% | -4% | i | 1.2 | 1% | 5% | 2.3% | -22%
CCOc1cc(C(=S)N2CCOCC2)ccc1OC(=O)/C=C/c1ccc(OC)c(OC)c1 | 1% | 3.1 | 39 | 3% | 4% | i | 5.0 | -1% | -8% | -0.9% | 4%
COc1ccc(OC)c(S(=O)(=O)Nc2cccc(F)c2)c1 | -5% | 0.9 | 85 | -10% | 9% | i | 0.9 | -6% | 11% | -2.0% | 2%
COc1ccc(NC(=O)COC(=O)CCNS(=O)(=O)c2ccccc2)cc1OC | -3% | 0.6 | 49 | -5% | 6% | i | 0.4 | 5% | 4% | -0.2% | -12%
Oc1ccc2ccccc2c1C=NCc1cn2ccsc2n1 | 9% | 2.7 | 61 | -10% | 3% | i | 9.5 | -4% | -3% | 0.2% | 2%
CC(C)CCNC(=O)CCc1nnc2n(CCCOC(C)C)c(=O)c3ccccc3n12 | 6% | 0.6 | 49 | -4% | 1% | i | 0.2 | 2% | 5% | -1.0% | 4%
O=C(Cn1cnc2ccccc2c1=O)c1ccc(Br)cc1 | -6% | 0.2 | 52 | -5% | 1% | i | 0.4 | 4% | -6% | 0.8% | 0%
Cn1c(N=NC(=O)c2ccccc2)c(O)c2ccccc21 | 5% | 1.3 | 59 | 0% | 1% | i | 0.4 | -7% | 8% | -6.8% | 0%
Cc1ccc(Nc2nc3ccccc3c(=O)[nH]2)cc1C | -2% | 1.7 | 56 | 6% | 6% | i | 0.1 | -4% | 2% | 0.2% | -9%
COc1ccc(NC(=O)CSc2ccc3nnc(-c4ccccn4)n3n2)cc1OC | -7% | 0.5 | 64 | -3% | 6% | u | x | 7% | -1% | 0.7% | 10%
O=C(C[n+]1ccn(CCCNP2(=O)C=C(c3ccccc3)OC(c3ccccc3)=C2)c1)c1cccs1 | 2% | -0.4 | 34 | -12% | 0% | i | 0.4 | 2% | 4% | -0.2% | -1%
COC(=O)c1ccccc1NC(=O)C12CCC(C)(C(=O)O1)C2(C)C (centres undefined) | 2% | -0.4 | 51 | 3% | -3% | i | 4.9 | -3% | 2% | 0.3% | 6%
[O-]/[N+](=C/c1cccnc1)c1ccc(Br)cc1 | -9% | -1.0 | 42 | 3% | -4% | i | 0.6 | -2% | 12% | -0.8% | 19%
COc1cccc(CNn2cnnc2)c1OCc1ccc(F)cc1 | 5% | 0.0 | 90 | -4% | 13% | i | 0.1 | 3% | 5% | 0.7% | 4%
CCOC(=O)c1cc(C#N)c(SCC(=O)c2cc(C#N)c(SC)nc2C)nc1C | x | 3.8 | 64 | 6% | 6% | i | 0.8 | -4% | 10% | 2.4% | -9%
O=C(COc1ccc([N+](=O)[O-])cc1)Nc1ccc(S(=O)(=O)N2CCOCC2)cc1 | 1% | -1.3 | 35 | -5% | 1% | i | 0.2 | 2% | 6% | -1.2% | 4%
COc1ccccc1CNS(=O)(=O)c1c(C(=O)N2CCCC2)c(C)n(C)c1C | -7% | 1.0 | 83 | 0% | 12% | i | 3.1 | 7% | 3% | 0.2% | 3%
C=CCn1c(SCc2cccc(F)c2)nc2cc(C(=O)N3CCC(C(N)=O)CC3)ccc2c1=O | 7% | -0.9 | 52 | 4% | -10% | i | 0.5 | 3% | 3% | 1.3% | 6%
Cc1cc(NC(=O)COC(=O)CNC(=O)c2cccs2)c([N+](=O)[O-])cc1C | -6% | 2.1 | 55 | x | x | i | 0.4 | x | 10% | x | x
CCCCn1cnc2c([nH]c3ccccc32)c1=O | -5% | 1.3 | 40 | 3% | 1% | i | 0.7 | 3% | 15% | 0.2% | 7%
O=S(=O)(Cc1ccccc1)N1CCN(c2ccccc2)CC1 | 3% | x | x | -7% | 17% | i | 0.2 | -4% | 4% | -0.1% | -1%
Cc1cccc(CNC(=O)CC2C(=O)NCCN2C2CCCC2)c1 (centres undefined) | 1% | 0.3 | 56 | -6% | 7% | i | 0.5 | -1% | 0% | -0.4% | 6%
CCCCn1c(=O)c(-[n+]2ccccc2)c([O-])c2ccccc21 | -1% | -0.9 | 39 | 6% | -11% | i | 0.7 | 0% | -9% | 3.9% | -3%
S=c1[nH]nc(Cc2c[nH]c3ccccc23)o1 | -23% | -1.0 | 39 | -4% | -2% | i | 9.6 | 4% | 9% | -1.0% | 2%
COc1ccc(-c2nnn(CC(=O)N(CCCN3CCOCC3)C(C(=O)NC3CCCC3)c3ccc(C)o3)n2)cc1 (centres undefined) | 7% | 1.4 | 57 | -9% | 0% | i | 0.1 | -2% | 1% | -2.8% | -3%
CN(Cc1nc(-c2ccncc2)no1)S(=O)(=O)c1ccc(Cl)cc1 | 17% | 1.8 | 88 | -6% | 10% | i | 6.1 | 0% | 4% | 0.2% | 3%
CCCc1c(C(=O)NNc2cccc(Cl)c2)cnn1-c1ccccc1 | -14% | 0.1 | 35 | -3% | 10% | i | 0.2 | 17% | 6% | -0.4% | 19%
COCCCN(C(=S)Nc1cc(C)cc(C)c1)C(C)c1ccncc1 (centres undefined) | -6% | -0.2 | 39 | -3% | 6% | i | 0.7 | 10% | 5% | 2.5% | 0%
COc1ccccc1OCCCC(=O)Nc1nnc(C2CCCO2)s1 (centres undefined) | 3% | 1.1 | 66 | -6% | 19% | i | 0.8 | 1% | 9% | 1.5% | 8%
O=C(CSc1nc2c(cnn2-c2ccccc2)c(=O)[nH]1)NC1CCS(=O)(=O)C1 (centres undefined) | -7% | -1.8 | 86 | -9% | 6% | i | 0.3 | 0% | 7% | 0.5% | -22%
COc1ccccc1C(=O)Nc1ccc2c(c1)nc(CCNC(C)=O)n2C | 0% | -0.7 | 63 | 2% | -6% | i | 0.7 | 2% | 7% | 0.8% | -11%
CCOc1cccc2sc(N(CCN(C)C)C(=O)/C=C/c3cccs3)nc12 | -10% | 1.4 | 58 | -5% | 24% | i | 4.4 | 9% | 12% | -1.0% | -17%
O=C(CN1C2=NCCCN2c2ccccc21)c1ccc(Br)s1 | -1% | -0.7 | 35 | 0% | 4% | i | 0.2 | -2% | 5% | 1.6% | -1%
CCC(C)(C#CCN1CCCCC1)OCCC#N (centres undefined) | 3% | -1.6 | 64 | 3% | -19% | i | 0.3 | 7% | 2% | -1.0% | 23%
Nc1nc(SCc2nc3sc4c(c3c(=O)[nH]2)CCCC4)n[nH]1 | 8% | 2.3 | 75 | -4% | -6% | i | 1.0 | 5% | 6% | 6.8% | -19%
O=C(CSCc1ccccc1)NC1CCSC1=O (centres undefined) | 21% | 2.4 | 74 | -7% | 18% | i | 0.6 | 2% | 12% | 1.3% | -4%
CCOC(=O)c1c(NC(=O)C(C)Sc2cccc[n+]2[O-])sc2c1CCN(Cc1ccccc1)C2 (centres undefined) | -8% | x | x | 2% | 11% | + | 2.7* | -7% | 3% | 6.2% | 5%
OCCC1CN(Cc2ccc3cc(Cl)ccc3n2)CCN1Cc1ccsc1 (centres undefined) | -5% | 1.3 | 49 | -5% | -4% | i | 0.4 | 8% | 7% | 3.3% | -9%
CCn1nc(C(=O)NNC(=O)COc2ccc(OC)cc2)c2ccccc2c1=O | -7% | -1.2 | 45 | -9% | 4% | i | 0.1 | 1% | 7% | 1.2% | -9%
CCCn1nnnc1NC(=O)COc1ccc(Cl)c(C)c1 | 1% | -0.2 | 39 | -13% | -3% | i | 0.7 | 2% | 6% | 0.8% | -3%
CCCCC(CC)CNS(=O)(=O)c1ccc2c(c1)CCN2C(=O)CCC(=O)O (centres undefined) | 9% | -0.4 | 86 | 0% | 3% | i | 7.2 | -1% | -1% | 7.0% | -3%
O=S(=O)(Nc1ccc(Cc2ccncc2)cc1)c1ccc(Cl)cc1 | -4% | 2.5 | 48 | 4% | -2% | i | 0.1 | 7% | 9% | -0.7% | 15%
COc1cc(NC(=O)C2=C(N3CCOCC3)/C(=C\c3ccc(N(C)C)cc3)CCC2)cc(OC)c1OC | -15% | 6.0 | 47 | -1% | 18% | i | 0.5 | 8% | 5% | 12% | 2%

Quoted at random: 2 entries already listed
SMILES | PhoP inhibition | NTR1 ag | NTR1 ag cell count 20 µM | LYP inhibition | GPR55 LPI antagonism | Myeloid diff 2 | Myeloid diff 2 GFP+ MAC1+ % | SIAH1 antagonists | MgcRacGAP inhibition | HIV fusion peptide | GPR35 arrestin U2OS
Cc1ccc(Nc2nc3ccccc3c(=O)[nH]2)cc1C | -2% | 1.7 | 56 | 6% | 6% | i | 0.1 | -4% | 2% | 0.2% | -9%
O=S(=O)(Nc1ccc(Cc2ccncc2)cc1)c1ccc(Cl)cc1 | -4% | 2.5 | 48 | 4% | -2% | i | 0.1 | 7% | 9% | -0.7% | 15%
